Growth percent in the NCI-60 one-dose screen (48 h, 10 µM unless noted): 100 = growth as untreated, 0 = no growth, -100 = all killed.
T-47D: T-47D breast cancer | AID 1794792 | hit rate 5% among 79,000
K-562: K-562 leukemia | hit rate 7.4% among 78,000 | AID 1794777
MDA-MB-468: MDA-MB-468 breast cancer; AID 2202374; hit rate 8.5% among 78,000
MDA-MB-231: MDA-MB-231 breast cancer. hit rate 5% among 81,000. AID 1794789
SR: SR leukemia cells; hit rate 8.7% among 73,000; AID 1794780
BT-549: BT-549 breast cancer. hit rate 4.4% among 78,000. AID 1794793
MCF7: MCF7 breast cancer | hit rate 6.3% among 82,000
HS 578T: HS 578T breast cancer. hit rate 4.1% among 78,000. AID 1794788
Starred values were filed as active, the others as inactive; . = no result given. How the source made its calls: active means growth percent below 10; inactive means the rest.

smiles	MDA-MB-468	SR	HS 578T	MCF7	K-562	BT-549	T-47D	MDA-MB-231
O=C(CSc1nc(-c2ccccc2)cn1-c1ccc(Cl)cc1)c1ccc([N+](=O)[O-])cc1	72.5	72.2	62.8	76.1	76.7	86.8	71.3	81.8
Cc1nc2sc3c(=O)[nH]c(C(F)(F)F)nc3c2c(C)c1Br	107.3	94.8	89.3	83.2	101.0	98.1	80.8	89.2
O=C(CN1C(=O)S/C(=C\C(Cl)=C\c2ccccc2)C1=O)NCCCn1ccnc1	-28.2*	2.2*	51.7	15.0	5.2*	43.8	21.3	21.5
CC1(C)[C@H]2C[C@]34CCCN3C(=O)[C@@]2(C[C@@]12Nc1ccccc1C2=O)NC4=O	92.4	105.9	90.6	98.8	97.6	104.2	102.9	105.5
COc1ccc(OC)c(-c2nc(SCC(=O)c3ccc(F)cc3)[nH]c(=O)c2C#N)c1	104.1	92.9	91.7	93.9	94.6	107.9	96.8	99.0
CCOC(=O)c1nc(Oc2ccc(NC(=O)Nc3ccc(Cl)c(C(F)(F)F)c3)cc2)c2ccccc2n1	109.4	89.8	93.1	87.9	100.8	97.7	110.8	100.9
CCSC(=O)n1ccc(=O)[nH]c1=O	103.9	91.9	123.1	87.4	98.4	121.1	96.9	99.5
CS(=O)(=O)ON1C(=O)c2ccccc2C1=O	92.3	.	98.0	94.6	107.6	100.9	110.3	111.6

The results go on.
smiles	MDA-MB-468	SR	HS 578T	MCF7	K-562	BT-549	T-47D	MDA-MB-231
O=C(Nc1cccnc1)c1ccc(CSc2ccc(Cl)cc2)o1	104.4	67.0	118.9	91.8	71.0	92.4	88.3	98.6
COc1ccc(C2C=C(C(=O)O)Nc3nc(N)[nH]c(=O)c32)cc1 (configuration not stated)	117.6	97.5	98.1	93.2	95.0	97.0	96.4	131.7
CC(=O)Nc1nc(O)c(C=N)s1	98.9	97.7	97.0	99.2	113.8	114.9	93.6	107.4
O=S(=O)(NCCNc1nccc(-c2c(-c3ccc(F)c(O)c3)nc3occn23)n1)c1ccc(O)cc1	81.7	83.4	79.1	79.0	67.3	100.6	62.5	76.9
c1ccc(Cn2cc3c(c2-c2ccccc2)CCc2c(CN4CCCC4)noc2-3)cc1	77.4	87.9	97.6	86.8	75.9	76.2	77.5	93.9
c1ccc2c(c1)Nc1ccncc1S2	106.6	199.9	101.6	100.0	111.9	75.0	95.3	87.8
C=C1C(=O)O[C@H]2[C@H]1CC/C(C(=O)NCCCCCNC(=O)/C1=C/CC[C@@]3(C)O[C@H]3[C@H]3OC(=O)C(=C)[C@@H]3CC1)=C\CC[C@@]1(C)O[C@@H]21	94.9	83.6	104.4	88.2	113.7	98.2	94.2	105.7
COc1cccc2nc(Nc3cccc(NC(=O)c4ccc(N5CCOCC5)c(C(F)(F)F)c4)c3)ccc12	57.2	44.3	41.9	29.5	19.3	36.0	14.6	69.0

Single values from the entries so far.
T-47D result of `COc1ccc(OC)c(-c2nc(SCC(=O)c3ccc(F)cc3)[nH]c(=O)c2C#N)c1` = 96.8
MDA-MB-231 result of `c1ccc2c(c1)Nc1ccncc1S2` = 87.8

Additional entries follow.
smiles	MDA-MB-468	SR	HS 578T	MCF7	K-562	BT-549	T-47D	MDA-MB-231
CCCCC1CCCCN1C(=O)OC (configuration not stated)	104.2	94.5	.	97.8	110.2	.	98.3	118.9
O=[N+]([O-])c1ccccc1SCl	86.2	98.9	102.2	95.9	105.0	107.9	98.0	94.5
Cc1ccc(/C=C2/COC/C(=C\c3ccc(C)cc3)C2=O)cc1	98.1	92.5	121.2	76.3	97.1	121.8	111.2	90.8
CN1[C@@H]2CC[C@H]1/C(=C\c1ccccc1)C1=C2[C@@H](c2ccccc2)C(C#N)=C(N)O1	50.3	61.8	.	85.2	64.4	67.0	58.6	94.9
Cc1[nH]cnc1S(=O)(=O)O	122.8	106.4	.	95.2	102.4	102.5	110.6	117.3
CC(CO)(CO)COS(=O)(=O)c1ccccc1	108.2	105.3	112.9	101.2	111.9	128.4	96.2	103.5
CC1(c2ccccc2)NC(=O)N(CC(=O)Nc2cccc(I)c2)C1=O (configuration not stated)	.	71.1	44.9	85.5	91.7	.	81.5	75.0
Cc1cc(N2CCCC2)nc(Nc2ccc(NC(=O)CCc3ccccc3)cc2)n1	116.4	92.9	120.5	109.1	92.8	102.9	108.6	84.9

In the list so far, these have an aryl methoxy group.
smiles	MDA-MB-468	SR	HS 578T	MCF7	K-562	BT-549	T-47D	MDA-MB-231
COc1ccc(OC)c(-c2nc(SCC(=O)c3ccc(F)cc3)[nH]c(=O)c2C#N)c1	104.1	92.9	91.7	93.9	94.6	107.9	96.8	99.0
COc1ccc(C2C=C(C(=O)O)Nc3nc(N)[nH]c(=O)c32)cc1 (configuration not stated)	117.6	97.5	98.1	93.2	95.0	97.0	96.4	131.7
COc1cccc2nc(Nc3cccc(NC(=O)c4ccc(N5CCOCC5)c(C(F)(F)F)c4)c3)ccc12	57.2	44.3	41.9	29.5	19.3	36.0	14.6	69.0

Other compounds follow.
smiles	MDA-MB-468	SR	HS 578T	MCF7	K-562	BT-549	T-47D	MDA-MB-231
Nc1ccc2c(c1)C(=O)c1ccc(Br)cc1-2	81.2	97.5	99.9	78.3	105.1	102.4	90.7	82.9
CC1=C/C(=N/O)CC(C)(C)C1	107.1	94.3	105.4	96.3	112.9	115.0	98.2	106.6
CC(C)(C(=O)O)C(C)(C)C(=O)O	96.3	77.2	105.6	93.0	97.5	105.6	113.7	103.6
Cc1ccc(/C=C/C(=O)c2ccc(Nc3nc(NCCO)nc(Nc4ccc(Cl)cc4)n3)cc2)cc1	85.7	45.1	89.7	21.5	71.2	68.0	52.0	73.6
Cc1ccccc1SCCc1ccncc1	74.6	79.1	88.6	91.7	80.7	93.4	75.0	89.8
Cc1nn(-c2ccccc2)c2sc3nc(=O)sc-3cc12	103.2	91.2	93.1	89.0	102.4	103.8	96.6	102.7
COc1cccc2c1c1c(n2CC(=O)NCCN(C)C)-c2ccccc2C1=O	.	87.7	99.1	79.2	97.4	111.3	95.0	102.9
O=C(CSc1nnc(-c2ccc3nc(-c4ccccc4)[nH]c3c2)o1)Nc1ccc(C(=O)/C=C/c2ccccc2)cc1	111.9	111.3	103.5	87.6	111.6	96.8	98.6	104.6

(further entries)
smiles	MDA-MB-468	SR	HS 578T	MCF7	K-562	BT-549	T-47D	MDA-MB-231
CCCNC(=S)NC	102.4	72.7	107.5	101.7	96.4	121.7	.	110.7
O=c1ccc(=O)n(-c2nc(O)c(N=Nc3ccc([N+](=O)[O-])cc3)s2)[nH]1	100.1	92.8	90.3	93.5	90.8	88.6	94.1	91.6
CCCCCCCCCCCCCCCCOc1cccc(C=O)c1	96.6	108.6	115.2	90.0	102.1	105.0	.	100.4
CN1CCN(c2ccc(NC(=O)Nc3ccc4c(ccn4-c4cccc(C(N)=O)n4)c3)cc2C(F)(F)F)CC1	42.8	14.6	22.1	10.7	-13.8*	89.9	80.6	74.8
CC1=C(NCCN2CCCC2)C(=O)c2c(OCc3ccc(C(F)(F)F)cc3)cccc2C1=O	82.2	-15.7*	87.6	59.9	-14.8*	.	73.6	81.4
CCOC(=O)c1c(C)nc2c(c1N)/C(=C/c1ccc(OC)cc1)C(=O)N2CCc1ccc(OC)c(OC)c1	84.6	31.4	93.1	15.0	30.6	79.8	69.8	73.8
COS(=O)(=O)CCC(=O)Nc1cc(C(=O)Nc2cc(C(=O)NCCC(=O)NC3C(O)C(O)C(CO)O[C@@H]3O)n(C)c2)n(C)c1 (some centres not stated)	94.0	109.4	99.0	99.5	101.4	105.0	113.6	107.8
CC(=O)c1c(C)nc2ccccc2c1/C=C/c1ccc(Cl)cc1	72.1	.	96.0	83.6	60.8	80.9	54.9	89.0

Continued:
smiles	MDA-MB-468	SR	HS 578T	MCF7	K-562	BT-549	T-47D	MDA-MB-231
Cc1[nH][nH]c2nc3nc(=S)sc3c(-c3ccc(Cl)cc3)c12	87.0	89.0	80.2	77.5	107.7	72.2	85.1	98.0
COC(=O)[C@]12CC[C@@H](C)[C@H](C)[C@@H]1C1=CC[C@@H]3[C@@]4(C)C(C=O)=C[C@@](C)(COC(=O)/C=C/c5ccccc5)[C@@H]4[C@H](O)C[C@@]3(C)[C@]1(C)CC2	14.9	-6.6*	-8.3*	10.6	9.9*	-7.4*	-6.9*	0.1*
CCOc1ccc(NC(=O)c2ccccc2-c2ccccc2C(=O)O)cc1	100.5	89.7	102.9	97.4	90.2	108.3	103.2	107.1
O=C(O)[C@@H]1c2ccccc2-c2ccccc2[C@H]1C(=O)O	97.5	115.7	94.3	94.6	98.0	113.9	101.5	104.5
COc1ccccc1/C=C(\C)C(=O)O	102.2	95.2	97.9	101.0	97.6	109.1	106.0	97.8
COc1cc(C2C(C(=O)OCc3ccccc3)=C(C)NC(C)=C2C(=O)OCc2ccccc2)cc(OC)c1OC	11.6	4.9*	46.4	10.4	20.3	34.0	11.9	31.9
O=CN(CCNc1ccccc1)c1ccccc1	104.1	85.8	112.9	105.8	95.8	122.6	98.9	112.3
CCNc1ccccc1	125.8	106.3	98.8	103.7	103.6	.	92.6	115.8

Next section
smiles	MDA-MB-468	SR	HS 578T	MCF7	K-562	BT-549	T-47D	MDA-MB-231
C=C1[C@H](OC(=O)C(C)C)[C@@H](OC(C)=O)[C@@H](OC(=O)c2cccnc2)C(C)(C)/C=C/[C@@H](C)C(=O)[C@@]2(O)C[C@H](C)[C@H](OC(=O)CC)[C@@H]2[C@H]1OC(C)=O	90.1	83.2	73.7	94.7	81.1	96.3	86.4	97.0
Cc1ncc(C(=O)Nc2ccc(CN3CCN(C)CC3)c(C(F)(F)F)c2)cc1C#Cc1ccc(N)nc1	10.9	.	-20.0*	4.5*	5.3*	15.3	18.6	-64.3*
CC1(C)CC2=C3C=C[C@@H]4[C@@]5(C)CC[C@H](O[C@@H]6O[C@H](CO)[C@@H](O)[C@H](O)[C@H]6O)C(C)(C)[C@@H]5CC[C@@]4(C)[C@]3(C)CC[C@@]2(C(=O)O)CC1=O	112.5	92.6	128.8	92.7	96.3	99.4	77.5	99.8
CC(C)(Cl)CCC1=C(Cl)C(=O)c2ccccc2C1=O	-43.5*	-25.3*	62.6	-0.3*	-20.0*	66.5	-38.7*	34.1
CCOC(=O)C(/C=N/C(N)=O)=C(\C)O	97.2	.	92.0	97.7	.	100.7	116.9	96.1
CC1SC(c2ccc([N+](=O)[O-])cc2)N(NC(=O)CCC(=O)c2nc3ncccc3[nH]2)C1=O (configuration not stated)	89.6	100.8	89.9	90.1	104.8	119.1	92.9	88.5
COc1ccc(C(c2cc(OC)c(OC)c(OC)c2)N2CCN(c3ccccc3)CC2)cc1 (configuration not stated)	77.2	33.2	100.9	72.8	41.6	93.6	81.8	92.3
CC1CC(=O)C2CC1C2(C)C (configuration not stated)	104.2	98.6	100.7	100.7	96.5	105.4	94.5	98.4

(further entries)
smiles	MDA-MB-468	SR	HS 578T	MCF7	K-562	BT-549	T-47D	MDA-MB-231
Cc1ccc2cccnc2c1N	105.0	103.4	.	96.0	99.9	.	99.3	117.3
N#Cc1ccc(NC2c3ccccc3CC2O)cc1 (configuration not stated)	106.5	99.3	.	95.8	90.4	99.2	102.6	114.4
CC(C)Sc1nc(NNC(N)=O)c(C#N)c(-c2ccc(F)cc2)n1	110.8	.	96.8	91.9	87.3	101.7	82.8	92.4
NNC(=O)C(Cc1ccccc1)NC(=O)c1ccccc1[N+](=O)[O-] (configuration not stated)	102.6	101.4	110.1	96.0	105.5	98.8	92.8	116.6
Cc1ccccc1-n1nnc(C(=O)Nc2cnc3ccccc3n2)c1C	68.1	98.8	95.4	78.0	90.0	99.5	59.2	88.8
Cc1ccc(S(=O)(=O)O[C@@H]2C(=O)N(c3cc4c5ccccc5ccc4c4ccccc34)[C@H]2c2ccc(F)cn2)cc1	99.0	92.9	89.3	99.0	85.6	105.5	91.7	94.5
NC(=S)N/N=C/c1c[nH]c(=O)[nH]c1=O	102.8	96.3	.	102.1	95.9	112.7	107.8	101.2
Cc1nn(-c2ccccc2)c2nc(Cl)c(C=O)c(-c3ccccc3)c12	94.7	.	111.8	90.6	77.3	86.0	83.5	96.5
Cc1ccccc1CC(N)C(=O)O (configuration not stated)	117.1	.	114.1	104.1	114.9	106.3	102.8	115.6
